Avidin bead fluor: green autofluorescence of compounds with avidin beads – biophysical, 488/530 nm, flow cytometry, artefact control, profiling panel. fluorescence (KMESF) at 10 µM. compound fluorescence 488/530 nm; hits give high values. AID 1775, 2009. 220,000 tested, 0.38% active; in the data active means fluorescence above about 47; further: inactives centre near 10
Bim-Bcl-W: inhibitors of Bim binding to Bcl-W, primary screen, biochemical, multiplexed, bead-based flow cytometry; Bcl-2-like protein 2 (Homo sapiens), Q92843; Bim peptide-Bcl-W binding; 190,000 tested, 0.02% active; inhibition, % at 10 µM;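 further: 0% = bound tracer without compound and 100% = peptide blocker; higher means less fluorescent Bim peptide bound to Bcl-W beads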
GSH bead fluor: compound fluorescence on glutathione beads, profiling panel, artefact control, biophysical, 488/530 nm, flow cytometry; GSH beads flow cytometry, compound fluorescence 488/530 nm; hits give high values; fluorescence (KMESF) at 10 µM; 190,000 tested, 0.25% active; AID 1776, 2009; in the data active means fluorescence above about 89;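 further: glutathione beads carrying GST-tagged Bcl family fusion proteins plus one bare bead set; values are compound well signal with DMSO vehicle wells as background; inactives centre near 16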
Bim-Bcl-2: inhibitors of Bim-Bcl-2 binding, primary screen, biochemical, multiplexed, human Bcl-2 family; Apoptosis regulator Bcl-2 (Homo sapiens), P10415; Bead-based flow cytometry, Bim peptide-Bcl-2 binding; inhibition, % at 10 µM; 190,000 tested, 0.06% active; in the data active means inhibition above about 40%; inconclusive means no clear call, values can overlap the other calls;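 further: 0% = no compound wells with probe peptide and 100% = reference peptide inhibitor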
Bim-Bfl-1: inhibitors of Bim binding to Bfl-1, primary screen, biochemical, multiplexed, bead-based flow cytometry; inhibition, % at 10 µM; 190,000 tested, 0.12% active; Bim-Bfl-1 binding inhibition;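 further: 0% = wells without compound plus tracer and 100% = blocker peptide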
Bcl-B Bim block: inhibitors of Bim-Bcl-B binding, primary screen, biochemical, multiplexed, human Bcl-2 family; 190,000 tested, 0.073% active; inhibition, % at 10 µM; AID 951, 2007; bead-based flow cytometry, Bim peptide-Bcl-B binding; Bcl-2-like protein 10 (Homo sapiens), Q9HD36;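 further: 0% = tracer peptide without compound and 100% = reference inhibitor peptide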
RGS7-Gao: RGS7-Galphao binding modulators, primary screen, biochemical, multiplexed bead flow cytometry | binding response (% of control), % at 10 µM | 220,000 tested, 0.35% active | AID 1439, 2008 | actives lie on both sides; in the data active means binding response below about 49% or above about 150%; inconclusive means no clear call, values can overlap the other calls; inactive means in between;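 further: fluorescent Galphao held in activated GDP-AlF4 state binding bead-coupled RGS7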
RGS4-Gao reg: modulators of RGS4 binding to Galphao, primary screen, biochemical, multiplexed bead flow cytometry | actives lie on both sides | binding response (% of control), % at 10 µM | Guanine nucleotide-binding protein G(o) subunit alpha (Homo sapiens), P09471 | 220,000 tested, 0.33% active; in the data active means binding response below about 49% or above about 150%; inactive means in between;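 further: fluorescent Galphao activated with aluminum fluoride binding bead-coupled RGS4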
Bim-Bcl-XL: inhibitors of Bim-Bcl-XL binding, primary screen, biochemical, multiplexed, bead flow cytometry, human Bcl-XL; Bcl-2-like protein 1 (Homo sapiens), Q07817; Bim peptide-Bcl-XL binding, fluorescence; inhibition, % at 10 µM; 190,000 tested, 0.04% active; AID 1007, 2008
ABCB1 block: ABCB1 efflux pump inhibitors, primary screen, cell-based, multiplex, flow cytometry, ABCG2 counter-screen; CCRF-Adr cells, JC-1 efflux; 190,000 tested, 0.067% active; ATP-dependent translocase ABCB1 (Homo sapiens), P08183; AID 1326, 2008; inhibition, % at 6.6 µM; in the data active means inhibition above about 40%;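 further: 0% = vehicle and 100% = reference inhibitor; higher value means more JC-1 retained so stronger ABCB1 efflux block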
ABCG2 block: ABCG2 efflux pump inhibitors, primary screen, multiplex with ABCB1, IgMXP3 cells, flow cytometry | JC-1 efflux | inhibition, % at 6.6 µM | 190,000 tested, 0.1% active | AID 1325, 2008;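 active means inhibition above 80%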;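 further: 0% = DMSO and 100% = nicardipine control wells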
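Measure – % inhibition of efflux relative to nicardipine and DMSO · Test system – ABCG2 IgMXP3 and barcoded ABCB1 CCRF-Adr cell mix · Control set – nicardipine as high control, DMSO as low control · Compound – one concentration, 6.6 µM final · Signal – flow cytometry of retained JC-1 fluorescence · Timing – 10 min exposure at 25 °C with rotation, no wash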
* = called active by the depositor; ? = inconclusive; · = not tested or not shown. Unless noted, no stated cut-off is given here; in the data, active means inhibition above about 40%.

SMILES	Avidin bead fluor	Bim-Bcl-W	GSH bead fluor	Bim-Bcl-2	Bim-Bfl-1	Bcl-B Bim block	RGS7-Gao	RGS4-Gao reg	Bim-Bcl-XL	ABCB1 block	ABCG2 block
C=CCC(NCCCO)c1cccc(OC)c1OC (stereo unspecified)	34	-3	13	3	0	-2	101	102	-2	0.2	1
NS(=O)(=O)c1ccc(Nc2nc(-c3ccc(F)cc3)cs2)cc1	9	0	19	-1	-5	-2	?	102	2	0.9	5
CCCCNS(=O)(=O)c1ccc(NS(=O)(=O)c2c(C)cc(C)cc2C)cc1	4	0	16	-6	-15	-9	101	104	-4	0.2	1
CCN(CC)c1ccc(C(=O)N/N=C(\C)c2cccc(OC)c2)cc1	14	0	13	-3	-10	-1	98	98	-1	-0.2	0
Cc1ccc2nc(Cl)c3nnnn3c2c1	8	1	18	4	5	2	97	100	1	-0.2	12
Cc1c(NC(=O)c2cc(CC(C)C)on2)c(=O)n(-c2ccccc2)n1C	5	-5	22	0	-1	-5	96	98	-8	0.1	0
N#Cc1nc(-c2cccs2)oc1N1CCOCC1	9	0	11	0	2	1	101	102	2	0.8	14
CCC(=O)N1CCN(c2ccccc2NC(=O)c2ccc(OC)c(Cl)c2)CC1	9	0	11	-3	-6	-1	95	99	2	3.1	9
CCN(CC)C(=O)c1ccc(CS(=O)(=O)c2ccc(OC)cc2)o1	26	-6	16	-5	-3	-3	98	99	-9	0.4	3
O=C(COC(=O)/C=C/c1nc2ccccc2s1)Nc1cccc(Cl)c1Cl	17	0	5	2	4	-3	100	102	-1	0.3	1

Gathered by group: those above containing nitrogen in an aromatic ring (5)
SMILES	Avidin bead fluor	Bim-Bcl-W	GSH bead fluor	Bim-Bcl-2	Bim-Bfl-1	Bcl-B Bim block	RGS7-Gao	RGS4-Gao reg	Bim-Bcl-XL	ABCB1 block	ABCG2 block
NS(=O)(=O)c1ccc(Nc2nc(-c3ccc(F)cc3)cs2)cc1	9	0	19	-1	-5	-2	?	102	2	0.9	5
Cc1ccc2nc(Cl)c3nnnn3c2c1	8	1	18	4	5	2	97	100	1	-0.2	12
Cc1c(NC(=O)c2cc(CC(C)C)on2)c(=O)n(-c2ccccc2)n1C	5	-5	22	0	-1	-5	96	98	-8	0.1	0
N#Cc1nc(-c2cccs2)oc1N1CCOCC1	9	0	11	0	2	1	101	102	2	0.8	14
O=C(COC(=O)/C=C/c1nc2ccccc2s1)Nc1cccc(Cl)c1Cl	17	0	5	2	4	-3	100	102	-1	0.3	1

Sorted by value in Avidin bead fluor (descending): three from the list above
SMILES,Avidin bead fluor
CCN(CC)C(=O)c1ccc(CS(=O)(=O)c2ccc(OC)cc2)o1,26
O=C(COC(=O)/C=C/c1nc2ccccc2s1)Nc1cccc(Cl)c1Cl,17
CCCCNS(=O)(=O)c1ccc(NS(=O)(=O)c2c(C)cc(C)cc2C)cc1,4

Next results.
SMILES	Avidin bead fluor	Bim-Bcl-W	GSH bead fluor	Bim-Bcl-2	Bim-Bfl-1	Bcl-B Bim block	RGS7-Gao	RGS4-Gao reg	Bim-Bcl-XL	ABCB1 block	ABCG2 block
COc1ccc(C(=O)Nc2ccc(C(=O)NCCc3ccccc3)cc2)cc1	11	-5	11	-2	-3	-5	103	101	0	0.1	3
Cc1nc2cc(N=NC3=C(O)CCCC3=O)ccc2s1	6	2	16	0	0	0	102	101	-1	0.2	2
O=C(NCCc1ccccc1)C(=O)N/N=C/c1ccccc1C(F)(F)F	7	3	17	2	-10	0	103	106	0	·	·
CCC1CCCCN1C(=O)c1cc2cc(Br)ccc2oc1=O (stereo unspecified)	7	-3	18	-2	-3	-4	97	95	-2	0.9	7
Cc1cccc(N=C2NC(=O)/C(=C\c3cccs3)S2)c1	2	0	6	0	2	-1	103	100	-4	-0.3	3
O=C(Cn1c(=O)[nH]c2ccsc2c1=O)N1CCN(c2ccc(F)cc2)CC1	33	-2	24	-5	-4	-6	112	110	-6	0.7	4
O=C1/C(=C/c2ccncc2)SC(=S)N1C1CCCCC1	3	-5	12	-3	-1	-7	98	96	-7	-0.4	0
Cc1ccc(C(=O)N/C(=C\c2ccco2)C(=O)NCc2cccnc2)cc1	12	0	4	0	1	0	98	101	-2	1.1	2
Cc1ccc(N2C(=O)N(c3ccc(C)cc3)C3CS(=O)(=O)CC32)cc1 (stereo unspecified)	9	-2	16	-3	-5	-2	?	99	0	0.6	10
CNC(=S)NNC(=O)COc1ccccc1C	4	-1	4	1	2	-4	90	84	-5	-0.3	0
CCc1ccc(CCC(=O)Nc2ccc(OC)cc2)o1	20	-3	12	-4	-3	-5	98	99	-5	3.0	14
CCN1C(=O)/C(=C\c2cccs2)C(C(=O)OC)=C1C	25	1	10	0	-2	-1	103	100	0	0.5	3
CCOC(=O)c1ccc(COC(=O)c2cc(=O)[nH]c3ccccc23)o1	8	-1	25	-5	-10	-5	98	101	-8	0.0	1
O=C(COc1ccc(Cl)cc1)Nc1cnn(Cc2c(Cl)cccc2Cl)c1	10	-2	18	-4	-3	-3	93	94	-4	0.3	3
COCCCNC(=O)CC(NCCCOC)C(=O)O (stereo unspecified)	13	2	20	2	0	0	102	101	-1	2.0	15
NNc1ccc2nnc(C(F)(F)C(F)(F)C(F)(F)F)n2n1	8	-6	21	-6	-12	0	87	99	-8	0.0	2
O=C(Cn1nnc2ccccc21)c1cccc([N+](=O)[O-])c1	7	-1	11	0	-1	-3	105	102	-3	·	-1
COCCn1c(SCC(=O)Nc2nnc(C)s2)nnc1-c1ccncc1	·	0	17	-9	-8	-7	·	·	-2	0.6	5
N/C(=N\OC(=O)COc1ccccc1Cl)c1ccc(Cl)cc1	8	0	35	15	3	0	95	100	-1	0.2	5
Cc1oc2cc(OCC(=O)O)ccc2c(=O)c1Oc1ccccc1	9	1	11	-8	-7	-3	97	105	-1	0.1	1
CC(C)(C)C1CCC(=NNC(=S)NCc2ccccc2)CC1 (stereo unspecified)	10	1	19	-1	-1	-3	?	101	-3	0.5	4
COC(=O)N(NC(=O)C(O)(CCC(C)C)CCC(C)C)c1ccccc1	6	-10	22	-4	-2	-12	92	95	-9	3.6	4
COc1ccccc1C1C(C(=O)NCc2ccccc2)=C(C)Nc2ncnn21 (stereo unspecified)	6	3	49	-9	-9	-13	98	100	-9	-0.1	0
O=C(COc1ccc(Cl)cc1)Nc1cc(S(=O)(=O)N2CCCCC2)ccc1N1CCCCC1	5	-2	13	0	0	-3	95	98	-5	0.0	1
O=C(NNc1ccc([N+](=O)[O-])cc1[N+](=O)[O-])C1C2CCCCC21 (stereo unspecified)	4	-3	9	0	3	-12	101	102	-3	-0.1	0
O=c1oc2ccccc2c(Cl)c1CN1CCCCC1	11	4	18	-2	11	0	106	104	0	0.1	0
c1ccc2sc(-c3ccc4c(c3)OCO4)nc2c1	8	-1	15	-2	0	0	101	102	0	0.2	2
CCN(c1ccccc1)S(=O)(=O)c1ccc(Cl)c(C(=O)N(CC2CCCO2)C2CCS(=O)(=O)C2)c1 (stereo unspecified)	15	-1	25	-3	-5	-2	?	102	-5	0.7	4
CCOC(=O)CCSCC(=O)Nc1nnc(C)s1	18	-9	14	-8	-10	-15	102	103	-8	0.4	2
O=C(CC1CCCCC1)Nc1c2c(nn1-c1ccc(F)cc1)CS(=O)(=O)C2	12	-3	25	-14	-21	-7	103	103	-10	0.4	2
CCOc1ccc(C(c2c(C)[nH][nH]c2=O)c2c(C)[nH][nH]c2=O)cc1OCC	13	0	11	-1	-15	-4	99	101	3	-0.1	1
CC1(C)CC(=O)C(=Cc2cn(-c3ccccc3)nc2-c2ccc(Cl)cc2)C(=O)C1	9	2	18	4	5	3	95	95	0	-0.4	0
C=CCNC(=O)C1CC(=O)N(c2ccc(OCC(=O)NCc3ccccc3)cc2)C1 (stereo unspecified)	13	0	13	0	-1	0	97	98	-1	-1.1	-10
Cc1csc2nc3ccccc3c(=O)n12	5	5	18	1	-6	0	97	95	2	0.2	1
CCc1ccc(N(CC)c2ncnc3nc[nH]c23)cc1	38	-6	14	-6	-9	-11	100	100	-5	0.7	7
CCOc1ccc(/C=C/C(=O)NCc2ccccc2)cc1	16	-4	12	0	-10	-4	101	104	-4	0.3	6
Cc1cc(C)c(C#N)c(SCC(=O)CC(=O)OC(C)C)n1	28	-7	24	-5	-18	-7	99	99	-10	-0.7	21
COc1ccc(-n2cc(-c3ccccc3)c3c(NCCCN4CCOCC4)ncnc32)cc1	12	0	17	0	-1	0	115	114	-1	0.4	-2
O=[N+]([O-])c1ccc([N+](=O)[O-])c(Nc2ccc(N3CCOCC3)cc2)c1	11	0	19	0	-4	-4	?	100	-3	1.8	19
Cc1cccn2c(CN(C)CCC3CCCCO3)c(C(=O)N3CCCCC3)nc12 (stereo unspecified)	2	-2	10	-3	-5	0	89	89	-4	-0.1	-1
O=c1[nH]c(-c2ccc(Cl)cc2)nc2c1cnn2-c1ccccc1	15	0	27	-10	-19	-8	98	102	-7	-0.2	29
O=S(=O)(NCCSc1ccc(Cl)cc1)c1ccc2c(c1)OCCO2	5	0	12	-1	0	0	99	98	0	0.0	0
Cc1nonc1OCCNc1ccc([N+](=O)[O-])cc1[N+](=O)[O-]	15	-5	9	3	3	-4	112	110	-7	1.9	46
COc1ccc(CC(=O)Nc2cc(S(=O)(=O)N3CCOCC3)ccc2N2CCOCC2)cc1	12	0	17	-2	-4	-6	92	97	-2	0.9	0
CSc1ccc(CCNC(=O)C2CCN(c3nnc(-n4cccc4)s3)CC2)cc1	10	-1	19	-8	-11	-8	99	103	-4	0.5	2

Single values from above:
In Bim-Bfl-1, `CSc1ccc(CCNC(=O)C2CCN(c3nnc(-n4cccc4)s3)CC2)cc1` shows -11
In Bim-Bcl-XL, `COc1ccc(CC(=O)Nc2cc(S(=O)(=O)N3CCOCC3)ccc2N2CCOCC2)cc1` shows -2
In ABCG2 block, `O=S(=O)(NCCSc1ccc(Cl)cc1)c1ccc2c(c1)OCCO2` shows 0
In Avidin bead fluor, `Cc1nonc1OCCNc1ccc([N+](=O)[O-])cc1[N+](=O)[O-]` shows 15
In RGS7-Gao, `O=c1[nH]c(-c2ccc(Cl)cc2)nc2c1cnn2-c1ccccc1` shows 98
